Source: PubChem BioAssay (several laboratories)
Wnt bcat act: activators of Wnt/beta-catenin signaling | Wnt/beta-catenin reporter cell assay, activator, plate reader | activation, % at 9.35 µM | actives 1.2% (n = 300,000) | AID 743398; in the data active = activation above about 30%, passing the limit was not always enough;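 note: 0% = neutral control wells and 100% = positive control wells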
CAL PDZ inh: blocks peptide binding to human CAL PDZ domain | Q9HD26 | purified CAL PDZ, TMR-peptide fluorescence polarization, 1 h | inhibition, % at 20 µM | actives 0.02% (n = 330,000);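 active = highest replicate inhibition of at least 40%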;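 note: plate controls were DMSO neutral control wells for no effect and unlabeled competitor peptide control wells for full effect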
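Read-out basis: mP drop reported as inhibition | Assay system: Tagged CAL PDZ protein CerCALP, purified | Benchmarks: Unlabelled peptide for full inhibition, DMSO wells as neutral | Schedule: 1 h incubation at room temperature before polarization reading | Buffer or medium: Sodium phosphate/NaCl buffer pH 7.4 with TCEP, IgG, Thesit | Doses: Single point, 20 µM | Measured by: Fluorescence polarization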
PfHsp90 yeast 2: growth inhibition of yeast expressing Plasmodium Hsp90; S. cerevisiae expressing PfHsp90, BacTiter-Glo ATP, 48 h; yeast lacking PDR1 and PDR3 efflux regulators; inhibition, % at 9.4 µM; actives 0.32% (n = 310,000); AID 504621;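 active = every replicate shows inhibition above about 80%, whatever the replicate mean, limit read from the data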;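 note: 0% = DMSO neutral controls and 100% = 20 µM radicicol positive controls; yeast relying on Plasmodium falciparum Hsp90 in place of its own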
phage Ecoli inh: E. coli growth loss with phage present | growth absorbance | inhibition, % at 11.9 µM | actives 0.26% (n = 360,000); in the data active = inhibition above about 11%
PvdQ acylase: blocks Pseudomonas aeruginosa PvdQ acylase activity. purified PvdQ acylase, fluorescence plate reader. inhibition, % at 10 µM. actives 0.063% (n = 340,000). AID 488965; in the data active = inhibition above about 30%, passing the limit was not always enough;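 note: 0% = vehicle neutral wells and 100% = reference inhibitor wells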
Tat export inh: E. coli Tat transport inhibition; AID 488895; inhibition, % at 10 µM; actives 0.036% (n = 340,000); E. coli MC4100 TorA-mCherry Tat export, fluorescence;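 active = mean replicate inhibition at least 50% and at least half of replicates individually reaching 50%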;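 note: exported cargo escapes ClpAP degradation while cytoplasmic cargo is degraded and loses fluorescence; 0% = median of neutral control wells and 100% = median of NaSCN control wells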
AddAB inh: less growth of phage-infected E. coli with AddAB. actives 0.29% (n = 330,000). inhibition, % at 11.9 µM. AID 435030. E. coli expressing H. pylori AddAB, absorbance growth; in the data active = inhibition above about 12%;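 note: 0% = vehicle wells of infected cells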
Rtt109 Vps75: blocks Candida albicans Rtt109/Vps75 acetyltransferase activity. Q5AAJ8. purified Rtt109/Vps75, ThioGlo CoA-SH fluorescence, 4 h. inhibition, % at 34.9 µM. actives 0.16% (n = 330,000). AID 540336;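 active = inhibition of at least 50% in every replicate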
Target sequence (Q5AAJ8 whole entry, looked up): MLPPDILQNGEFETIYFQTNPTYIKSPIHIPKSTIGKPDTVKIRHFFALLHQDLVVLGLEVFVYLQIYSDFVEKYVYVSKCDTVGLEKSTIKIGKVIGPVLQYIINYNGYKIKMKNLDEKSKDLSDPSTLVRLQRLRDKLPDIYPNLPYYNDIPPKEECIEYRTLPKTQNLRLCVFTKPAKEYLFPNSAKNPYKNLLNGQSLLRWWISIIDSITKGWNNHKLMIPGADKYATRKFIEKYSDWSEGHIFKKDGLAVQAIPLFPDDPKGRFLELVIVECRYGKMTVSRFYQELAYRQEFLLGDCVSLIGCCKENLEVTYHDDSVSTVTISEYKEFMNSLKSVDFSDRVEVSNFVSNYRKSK
DAGLB inh: diacylglycerol lipase beta (human) inhibition; actives 0.059% (n = 340,000); AID 504411; Q8NCG7; inhibition, % at 5.17 µM; HEK293T DAGLB membrane lysate, EnzChek fluorogenic substrate; in the data active = inhibition above about 34%;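 note: 0% = enzyme with vehicle and 100% = wells lacking enzyme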
Target sequence (Q8NCG7 whole entry, looked up): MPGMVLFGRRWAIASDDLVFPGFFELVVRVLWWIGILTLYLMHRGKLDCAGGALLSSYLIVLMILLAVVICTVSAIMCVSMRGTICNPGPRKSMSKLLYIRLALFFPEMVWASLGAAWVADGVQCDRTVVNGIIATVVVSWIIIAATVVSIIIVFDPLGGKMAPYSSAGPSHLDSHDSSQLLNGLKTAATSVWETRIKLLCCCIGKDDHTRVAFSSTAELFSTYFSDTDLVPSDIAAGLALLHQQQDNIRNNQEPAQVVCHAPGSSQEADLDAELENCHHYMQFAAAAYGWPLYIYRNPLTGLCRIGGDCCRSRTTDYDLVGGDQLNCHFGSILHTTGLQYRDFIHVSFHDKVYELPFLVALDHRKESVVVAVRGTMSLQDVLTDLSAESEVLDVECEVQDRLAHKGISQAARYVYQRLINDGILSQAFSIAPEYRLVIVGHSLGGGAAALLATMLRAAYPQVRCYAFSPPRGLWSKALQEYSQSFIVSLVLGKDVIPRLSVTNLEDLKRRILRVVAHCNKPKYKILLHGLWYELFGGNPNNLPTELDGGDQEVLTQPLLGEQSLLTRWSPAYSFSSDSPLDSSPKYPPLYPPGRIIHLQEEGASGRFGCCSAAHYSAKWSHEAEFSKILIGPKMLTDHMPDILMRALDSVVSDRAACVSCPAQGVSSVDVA
Ecoli viability: counter-screen for AddAB inhibitors: E. coli growth inhibition; E. coli V3065 growth, OD600 absorbance, 18 h; inhibition, % at 11.9 µM; actives 0.27% (n = 330,000);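 active = inhibition above the campaign's mean inhibition across all tested compounds plus 3 SD, cut at about 9.9% in these data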;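 note: uninfected addAB+ strain grown without phage in ampicillin broth; 0% = DMSO wells and 100% = ciprofloxacin 0.95 µg/ml wells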
* marks the source's active call; other numbers are inactive results; · = no result given.

SMILES	Wnt bcat act	CAL PDZ inh	PfHsp90 yeast 2	phage Ecoli inh	PvdQ acylase	Tat export inh	AddAB inh	Rtt109 Vps75	DAGLB inh	Ecoli viability
Cc1ccccc1OCC(=O)Nc1ccc(N2CCN(S(C)(=O)=O)CC2)cc1	-5	0.5	64	1.7	-14	-9	0.0	0	0	-1.6
CCc1ccc(NC(=O)NNC(=O)CCc2ccccc2)cc1	-1	-0.8	-7	0.9	3	6	1.1	21	1	-1.4
O=C(CNC(=O)C1CCCCC1)OC(C(=O)c1ccccc1)c1ccccc1 (configuration not stated)	-2	-2.3	1	-0.2	-17	-3	0.7	-1	-2	-2.4
Cc1cc(C)n(C(C)Sc2ccccc2)n1 (configuration not stated)	0	1.1	10	1.6	-14	-9	4.8	-6	0	0.2
COC(=O)c1ccc(CSc2nnc(-c3c[nH]c4ccccc34)n2-c2ccccc2)cc1	-2	-0.5	-8	5.6	2	2	2.1	-5	-2	-0.6
CC(C)(C)NC(=O)c1cc(-c2ccccc2)n[nH]1	5	-0.3	8	1.4	5	-4	5.8	-1	0	-1.9
Cc1nn(CCCC(=O)NCCc2ccccc2)c(C)c1[N+](=O)[O-]	2	-1.6	-42	0.5	-1	1	3.1	-4	-5	-1.3
CC(C#N)Sc1nc2ccccc2c(=O)n1-c1ccccc1 (configuration not stated)	-5	-0.7	4	0.0	6	9	1.4	1	-3	-2.5
Cc1cc(SCC(=O)N/N=C/c2cccnc2)nc2c(C)cccc12	-1	-0.9	1	2.1	-5	5	-0.3	5	1	-1.5
COCCN(CC(=O)Nc1cccc(C)c1C)C(=O)C1(c2ccc(Cl)cc2)CCC1	0	-1.4	1	2.2	-23	9	-1.3	-1	-5	-2.0
CC1=C(C(=O)OC2CCCCCCC2)C(c2cccc(O)c2)NC(=O)N1 (configuration not stated)	-3	-2.5	-6	1.5	-15	7	0.4	16	2	-2.5
O=C(C1CC(Cl)CN1S(=O)(=O)c1ccc(Cl)cc1)N1CCOCC1 (configuration not stated)	10	·	17	4.3	-1	-3	1.0	-3	-1	-1.8
O=C(COC(=O)Cc1ccccc1F)NC(=O)NC1CCCC1	8	-0.3	·	0.3	-19	-9	1.0	3	2	-0.3
O=C(O)Cn1c(=O)c2c3c(sc2n(Cc2ccccc2F)c1=O)CCCC3	0	-3.5	-11	0.4	3	-4	1.2	6	5	-0.3
O=C(CCc1ccccc1)NCC(=O)N/N=C/c1ccc2c(c1)OCO2	15	-1.0	0	4.2	2	-1	-1.7	21	-1	-0.9
CCC(C)N(C(=O)COC(=O)CNC(=O)c1ccccc1F)C1CCS(=O)(=O)C1 (configuration not stated)	5	0.9	-13	1.8	-14	-14	-1.6	-5	0	0.2
COCCCNC(=O)CN1CCN(Cc2ccccc2Cl)C1=O	0	-1.0	9	0.5	5	-1	-3.1	-1	-4	-2.0
CN(CC(=O)Nc1ccccc1Br)C(=O)CN(C)C1CCCCC1	0	0.2	15	2.3	-7	2	3.5	-10	1	1.8
Cc1nnc(SCc2cccc(CSc3nnc(C)s3)c2)s1	-2	-0.8	12	4.2	-14	4	0.3	-2	-2	1.9
CN1C(=O)C(CC(=O)Nc2ccc3c(c2)Cc2ccccc2-3)N(C)C1=O (configuration not stated)	-2	-1.4	-32	1.6	5	-5	0.6	-4	-4	-0.7
COC(=O)c1ccc(C(=O)OC)nc1	-7	-1.7	·	2.3	-8	0	1.3	-6	0	-1.2
COc1cc(-n2c(=O)c3ccccc3n(Cc3cccnc3)c2=O)cc(OC)c1OC	·	-0.2	12	1.8	5	-4	1.6	-4	1	-1.4
CCOCCCNC(=S)N1CCCN(c2nc3cc(C)c(C)cc3cc2C#N)CC1	0	-0.5	-16	3.3	-5	25	3.1	-14	-4	0.3
Clc1ccccc1C1=Nn2c(nnc2-c2ccncc2)SC1	·	0.0	-2	0.6	-11	9	-0.7	-5	0	-2.7

Reformatted in markdown: 4 of the compounds above.
| smiles | Wnt bcat act | CAL PDZ inh | PfHsp90 yeast 2 | phage Ecoli inh | PvdQ acylase | Tat export inh | AddAB inh | Rtt109 Vps75 | DAGLB inh | Ecoli viability |
| --- | --- | --- | --- | --- | --- | --- | --- | --- | --- | --- |
| O=C(COC(=O)Cc1ccccc1F)NC(=O)NC1CCCC1 | 8 | -0.3 | · | 0.3 | -19 | -9 | 1.0 | 3 | 2 | -0.3 |
| O=C(O)Cn1c(=O)c2c3c(sc2n(Cc2ccccc2F)c1=O)CCCC3 | 0 | -3.5 | -11 | 0.4 | 3 | -4 | 1.2 | 6 | 5 | -0.3 |
| O=C(CCc1ccccc1)NCC(=O)N/N=C/c1ccc2c(c1)OCO2 | 15 | -1.0 | 0 | 4.2 | 2 | -1 | -1.7 | 21 | -1 | -0.9 |
| CCC(C)N(C(=O)COC(=O)CNC(=O)c1ccccc1F)C1CCS(=O)(=O)C1 (configuration not stated) | 5 | 0.9 | -13 | 1.8 | -14 | -14 | -1.6 | -5 | 0 | 0.2 |

More compounds follow.
SMILES	Wnt bcat act	CAL PDZ inh	PfHsp90 yeast 2	phage Ecoli inh	PvdQ acylase	Tat export inh	AddAB inh	Rtt109 Vps75	DAGLB inh	Ecoli viability
COc1ccc(CCNC(=O)c2cc(=O)c3ccc(C)cc3o2)cc1OC	1	-3.7	-21	4.1	5	-2	-0.3	-1	-2	-2.3
CCc1ccccc1N1C(=O)C2CC=CCC2C1=O (configuration not stated)	·	0.6	-30	2.2	-8	-5	-1.8	1	-3	0.9
COc1ccc(CNC(=O)CN(C)S(=O)(=O)c2ccc3c(c2)n(C)c(=O)c(=O)n3C)cc1	-1	-2.8	-15	1.3	-9	5	3.0	-11	-1	0.5
O=C(CSc1ncn[nH]1)Nc1ccc2c(c1)CCC2	·	-0.7	-1	0.0	-32	-5	0.1	3	2	1.2
Cn1cnc(S(=O)(=O)Nc2ccc(OC(F)F)cc2)c1	0	-0.7	16	-1.3	-5	9	0.6	9	1	-2.0
Cc1sc2nc(SCc3ccc(C(=O)O)cc3)n(Cc3ccco3)c(=O)c2c1C	6	-3.6	-1	2.1	-4	-3	-0.7	19	5	3.0
CC1C(=O)N2CCCc3cc(NC(=O)C(=O)NCc4ccccn4)cc1c32 (configuration not stated)	4	-2.4	·	2.7	-5	-1	1.1	10	0	-1.3
Cc1nc([N+](=O)[O-])cn1-c1nc2ccccn2c1[N+](=O)[O-]	22	-0.4	-26	1.1	3	-13	1.1	2	-1	-1.5
CCOC(=O)Nc1ccc2c(c1)N(C(=O)CN(C)C)c1ccccc1CC2	-4	-0.5	6	3.6	-23	0	-0.1	9	1	0.3
Cn1c(-c2ccc3ccccc3n2)[n+](C)c2ccccc21	15	-0.4	5	0.9	-11	5	0.3	-5	5	-1.5
O=C(CSc1ccc(Cl)cc1)N/N=C/c1ccc([N+](=O)[O-])o1	2	-0.2	2	1.8	-6	-6	5.7	-3	0	7.2
COc1ccc(OC)c(CN2CCN(C(=O)CN3C(=O)NC4(CCCC4)C3=O)CC2)c1	-5	-0.7	-6	1.3	3	-12	-0.3	-3	0	1.9
CCn1cc(C(=O)Nc2ccc(F)c(F)c2)cn1	·	0.3	6	1.2	10	-9	0.1	11	-1	-0.8
COc1ccc2oc(C(=O)OCC(=O)NCCc3ccccc3)c(C)c2c1	2	-1.5	2	3.7	0	-11	3.9	-10	-10	1.0
N#C/C(=C\C=C\c1ccccc1)C(=O)N1CCCC1	5	-0.9	14	1.8	7	0	3.6	8	-3	-1.3
O=C(NCCN1CCCC1)c1ccc2c(c1)N(Cc1cccc(Cl)c1)C(=O)c1ccccc1S2(=O)=O	-1	-3.8	19	1.3	-12	3	2.9	-1	0	-1.3
COc1cc(N/C(=N/S(=O)(=O)c2ccccc2)c2ccccc2)ncn1	19	-2.4	·	2.9	-1	0	3.1	-6	-1	0.5
Cc1cccc(C(=O)Nc2ccc(C(=O)N/N=C/c3cccnc3)cc2)c1	-1	-1.8	6	-0.5	-7	-5	1.6	-13	0	0.9
O=C(NC1CC1)C1=C[C@@H](c2csc3ccccc23)C[C@@H](OCCCCO)O1	-6	-1.2	-9	0.6	-13	-1	1.1	-12	-1	-1.0
O=C(COc1ccc(Br)cc1Cl)NC1CCCCC1	23	-1.6	3	4.3	10	-7	1.8	-12	-5	-2.6
CCOc1ccc(-c2cc(C(=O)NCCCN3CCOCC3)c3ccccc3n2)cc1	5	-1.3	-1	2.2	-7	-6	0.9	5	-1	1.9
Cc1cccc(CN2CCc3c(OCC(=O)NCc4ccco4)cccc3C2=O)c1	0	-1.8	-21	1.7	-17	-10	4.3	-3	0	0.3
COc1ccc(C(=O)OCCN2CCN(C3=NS(=O)(=O)c4ccccc43)CC2)cc1OC	-5	0.7	29	0.1	-7	4	0.7	1	0	-0.3
N#Cc1ccsc1NC(=O)COC(=O)c1ccc(NC(N)=O)cc1	18	-1.0	·	0.6	2	2	0.0	-4	0	0.6
C=C(C)CN1C(=O)C2(OCCO2)c2cc(Br)ccc21	5	·	·	1.8	·	·	-0.3	·	·	-0.5
C/C(Cn1nnc2ccccc21)=N\NC(=O)c1cccc(Br)c1	-2	-0.9	-12	1.8	3	0	-0.9	8	-3	0.2
Cc1cc(Oc2ccc3ccccc3c2)nc(SCC(=O)c2ccccc2)n1	·	-1.5	-7	4.4	-9	-1	2.1	-2	-15	0.7
COc1cc(NC(=O)Cn2cnc3ccccc3c2=O)c(OC)cc1Cl	-1	-1.6	20	3.7	-3	-7	2.0	·	-1	-2.9
COc1ccc(N(C(=O)C(C)C)S(=O)(=O)c2ccc(Cl)cc2)cc1	·	0.0	-6	3.3	2	2	2.8	0	-2	0.2
COc1cc(CNC(=O)c2cnc(C)cn2)cc(OC)c1	-2	0.9	4	0.6	14	-12	3.4	8	-1	-0.6
COc1ccc(-c2nc3scc(-c4ccc(OC)c(OC)c4)c3c(=O)o2)cc1	·	0.4	-24	·	-6	0	0.4	5	2	-3.6
CC(C)(C)NC(=O)CCN(/N=C/c1ccccc1)C1=NS(=O)(=O)c2ccccc21	0	-5.0	-24	1.4	-10	-8	-1.5	1	-1	0.8
CCOC(=O)C1CCN(C(=O)CN(c2ccc(OC)c(OC)c2)S(=O)(=O)c2ccccc2)CC1	·	-0.9	26	3.0	-17	-2	-0.2	0	-3	1.3
N#C/C(=C(/O)CN1CCN(c2ccccc2F)CC1)c1nc(-c2ccccc2)cs1	·	0.4	-51	-1.4	-11	-5	1.2	-1	13	-2.1
COc1cc(SC)ccc1C(=O)OC1CCOC1=O (configuration not stated)	1	-3.6	1	1.4	-12	-2	1.8	2	0	-3.5
CCOC(=O)c1ccc(NC(=O)c2ccc(CO)c(C(=O)NC3CCN(C(=O)OCC)CC3)c2)cc1	-3	·	·	-1.5	-15	5	0.8	-2	1	-0.2
CN(C)c1ccc(-c2nnc(-c3ccccc3F)o2)cc1	11	2.6	2	4.0	-1	-4	1.8	-6	-18	0.9
O=[N+]([O-])c1cccc(N=Nc2ccc(O)cc2O)c1	-14	-0.7	-154	3.5	8	6	·	0	28	·
COc1nc(C)nc(C)c1Oc1ccc(Cl)cc1Cl	1	0.1	9	1.0	-12	-2	1.7	-6	·	-1.3
O=C(CCCN1C(=O)/C(=C/c2ccccc2OC(F)F)SC1=S)Nc1cccnc1	-2	-0.2	·	-1.5	-8	4	-2.8	0	-2	-2.3
Nc1nonc1C(=O)N/N=C/c1cc(Br)ccc1O	1	-1.4	-23	1.8	-13	-4	-5.3	-3	·	-6.5
O=C(Nc1nnc(SCc2ccc(Cl)cc2)s1)c1ccco1	·	-0.8	-1	2.3	-14	6	4.1	-4	5	4.7
CCc1ccc(OC(=O)c2ccn(CC)n2)cc1	·	-0.6	12	2.1	6	-4	0.0	5	1	-1.9
